DAGLB inhibitor: diacylglycerol lipase beta (human) inhibition. Q8NCG7. HEK293T DAGLB membrane lysate, EnzChek fluorogenic substrate. inhibition, % at 5.17 µM. actives 0.059% (n = 340,000). AID 504411; in the data active means inhibition above about 34%;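 further: 0% = enzyme with vehicle and 100% = wells lacking enzyme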
CAL PDZ FP-1: inhibitors of human CAL PDZ peptide binding; AID 602252; actives 0.92% (n = 300,000); inhibition, % at 24.9 µM; purified CAL PDZ, TMR-peptide fluorescence polarization, 1 h; Q9HD26;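 active means mean inhibition of at least 30% with at least half of replicates also reaching 30%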;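 further: 0% = DMSO neutral control and 100% = excess unlabeled competitor peptide PRC23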
DSG3 Ab inh: human desmoglein-3 autoantibody binding inhibition; P32926; actives 0.48% (n = 310,000); binding (percent of control), % at 10 µM; AID 588358; DSG3-coupled beads, scFv-anti-DSG3-GFP binding, flow cytometry; active compounds read low;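 active means binding more than 3 SD below its plate's average and above zero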;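 further: hits lower antibody fragment binding to DSG3; some compounds called inactive have numbers as strong as hits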
V-ATPase pH: regulators of yeast V-ATPase proton transport; actives 0.37% (n = 350,000); S. cerevisiae, pHLuorin cytosolic pH fluorescence; AID 504577; response, % at 10 µM; in the data active means response mostly above about 7.3%, no sharp cut-off; inactive means mostly below about 5.4%; further: actives read high; inactives centre near 0; some compounds called inactive have numbers as strong as hits; reference of the scale not given here
CAL PDZ FP-2: inhibitors of human CAL PDZ peptide binding | inhibition, % at 20 µM | AID 504414 | actives 0.02% (n = 330,000) | Q9HD26 | purified CAL PDZ, TMR-peptide fluorescence polarization, 1 h;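 active means highest replicate inhibition of at least 40%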;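 further: plate controls were DMSO neutral control wells for no effect and unlabeled competitor peptide control wells for full effect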
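Assay system – tagged CAL PDZ protein CerCALP, purified · Timing – 1 h at RT · Compound – single point, 20 µM · Measured by – fluorescence polarization from S- and P-plane intensities, G-factor corrected · Evaluation – inhibition from polarization loss · Probe or stimulus – TMR reporter peptide T*-PRC34 · Buffer or medium – pH 7.4 phosphate-saline buffer, reducing agent, detergent, IgG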
Cardiac RTF inh: cardiac RTF calcium desensitization | IANBD-labeled cardiac RTF, Ca2+ fluorescence | inhibition, % at 7.15 µM | actives 0.12% (n = 340,000);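 active means inhibition above the mean inhibition of all tested compounds plus 3 SD, cut at about 17% in these data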;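 further: assay run at fixed EC70 calcium of 1.6 mM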
Arr AP2 block: human beta-arrestin and AP2 interaction inhibition | FITC-arrestin peptide / GST-AP2 beads, flow cytometry; AP2 beta2 appendage carries R879A mutation | inhibition, % at 10 µM | actives 0.31% (n = 340,000);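 active means inhibition above a set limit, near 3 SD of compounds lacking own fluorescence, cut at about 54% in these data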;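 further: plate controls were DMSO wells for no effect and 5 µM unlabelled arrestin peptide for full effect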
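System: GST-tagged AP2 beta2-adaptin appendage (R879A) on 4 µm glutathione beads / Reagent: FITC-arrestin peptide, 50 nM / Detection: HyperCyt-sampled flow cytometry, FL1 channel, ex 488/em 535 nm / Timing: 12 min plus 1 h, RT / Buffer or medium: PBS plus Tween 20 (0.05%) and BSA (0.1%)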
C-LANA FP: KSHV C-LANA DNA binding inhibition | actives 0.078% (n = 340,000) | AID 504423 | inhibition, % at 9 µM | MBP-C-LANA/FAM-LBS DNA binding, fluorescence polarization;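 active means highest replicate inhibition at or above 60% at 9 µM, even if other replicates fall short; inactive means all replicates below 60% inhibition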;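 further: 0% = neutral control wells and 100% = 4 µM acridine orange control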
NSD2 HMT inh: NSD2 (human) methyltransferase inhibition | NSD2 peptide methylation, AlphaScreen, 120 min | inhibition, % at 12.5 µM | actives 0.54% (n = 310,000) | AID 743445; in the data active means inhibition above about 50%
Keap1 Nrf2 FP: inhibitors of human Keap1-Nrf2 protein-protein interaction. Q14145. Keap1 Kelch-Nrf2 peptide fluorescence polarization, 1536-well. inhibition, % at 9.4 µM. actives 0.15% (n = 340,000). AID 504523; in the data active means inhibition above about 12%;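 further: human Keap1 Kelch domain with fluorescein labeled Nrf2 9mer peptide probe; 0% = neutral control wells and 100% = peptide positive control; higher means more block of Keap1 binding to Nrf2 peptide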
Target sequence (Q14145 whole entry, looked up, the tested form may be a part): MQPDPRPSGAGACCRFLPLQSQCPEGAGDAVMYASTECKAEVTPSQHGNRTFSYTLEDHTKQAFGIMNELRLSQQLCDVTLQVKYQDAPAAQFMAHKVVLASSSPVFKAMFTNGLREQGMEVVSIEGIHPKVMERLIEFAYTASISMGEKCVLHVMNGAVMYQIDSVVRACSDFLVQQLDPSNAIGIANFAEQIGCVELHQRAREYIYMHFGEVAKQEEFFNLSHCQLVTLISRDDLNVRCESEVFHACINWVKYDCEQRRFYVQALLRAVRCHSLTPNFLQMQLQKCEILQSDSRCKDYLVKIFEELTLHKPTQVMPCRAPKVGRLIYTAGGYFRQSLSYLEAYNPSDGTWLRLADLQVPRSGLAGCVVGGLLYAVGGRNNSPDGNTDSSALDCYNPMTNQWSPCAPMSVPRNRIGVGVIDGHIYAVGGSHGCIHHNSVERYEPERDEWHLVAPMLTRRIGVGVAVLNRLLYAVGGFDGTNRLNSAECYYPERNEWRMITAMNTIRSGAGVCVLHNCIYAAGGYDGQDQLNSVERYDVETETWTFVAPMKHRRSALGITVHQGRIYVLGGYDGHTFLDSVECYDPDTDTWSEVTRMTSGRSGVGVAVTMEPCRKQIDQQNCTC
* marks the source's active call; other numbers are inactive results; . = not tested or not shown.

SMILES	DAGLB inhibitor	CAL PDZ FP-1	DSG3 Ab inh	V-ATPase pH	CAL PDZ FP-2	Cardiac RTF inh	Arr AP2 block	C-LANA FP	NSD2 HMT inh	Keap1 Nrf2 FP
COc1ccc(OCC(O)CNC(=O)c2ccccc2C(=O)O)cc1 (configuration not stated)	-1	-2	101	3	.	2	-4	1.1	-3	-1
Cc1ccc2nsnc2c1S(=O)(=O)Nc1cccc2nsnc12	5	-4	113	-2	0.0	3	-1	5.0	-3	-4
Cn1c(=O)c2c(SCC(=O)N3CCCC3)nc(CC(C)(C)C)nc2n(C)c1=O	-2	.	113	-4	-1.7	-4	-3	1.3	22	-3
O=C(NC(=S)N1CCCC(C(F)(F)F)C1)c1ccc(F)cc1 (configuration not stated)	-2	-3	.	-2	-2.2	-2	18	-0.1	15	-2
COc1ccc(Cl)cc1S(=O)(=O)N(C)CC(=O)N1CCOCC1	-2	1	.	1	-1.2	-9	0	-0.2	-4	-2
O=C(CSc1nnc(NC(=O)C2CC2)s1)NCc1ccccc1Cl	-1	-2	105	-1	0.1	0	-9	1.3	-2	-2
O=C(CN1CCN(C(=O)c2ccccc2F)CC1)Nc1ccc(Br)cc1	-1	-1	.	5	-1.0	-2	-3	-0.7	0	-1
COc1ccc(OCC(=O)Nc2ccc(S(=O)(=O)N3CCN(C)CC3)cc2)cc1	.	4	105	2	-1.2	.	6	0.8	-1	-2
CCOC(=O)c1c(NC(=O)CSc2nnc(-c3cccnc3)n2Cc2ccco2)sc(C)c1C	4	-7	103	4	1.6	-16	-3	1.5	-2	-8
COc1cccc(CN(C)CC(=O)Nc2sc3c(c2C#N)CCC3)c1OC	-6	.	103	-2	-0.1	7	-6	-0.7	1	0
Cc1ccc(NCc2nnc(SCC(=O)c3ccc4c(c3)OCCO4)o2)c(C)c1	1	-2	99	1	-1.9	-1	22	-1.7	3	3
O=C(NC(=S)N1CCN(c2ccccc2)CC1)c1ccco1	-2	-3	98	0	-0.5	-15	-19	0.3	8	5
Cc1occc1C(=O)N1CCN(c2ccc(Cl)cc2)CC1	-1	3	.	-1	-1.3	-7	13	-0.4	1	-6
Cc1ccc(NC(=O)N2CCCC2C(=O)NCCC2=CCCCC2)cc1 (configuration not stated)	-1	.	101	0	-0.1	-6	-3	0.9	-1	-5
CC(C)Cc1nnc(NC(=O)CN2C(=O)NC3(CC(C)CC(C)(C)C3)C2=O)s1 (configuration not stated)	5	1	98	0	-2.2	3	0	-0.8	1	1
NS(=O)(=O)c1cccc(NC(=O)CSc2nnc(C3CC3)n2Cc2ccccc2)c1	0	.	99	-1	-1.7	-5	6	0.7	0	1
CCC(CC)C(=O)Nc1cccc(C(=O)NCCc2ccc(S(N)(=O)=O)cc2)c1	0	.	100	-5	-2.5	-7	-4	-0.1	-1	-5
Oc1ccc(COCc2ccccc2)c2cccnc12	4	.	92	2	-1.7	-1	4	0.0	-2	-1
COc1ccc(NC(=S)Nc2cccnc2)c(OC)c1	-1	.	102	3	-0.2	-15	16	-1.1	1	-5
O=C(c1cc([N+](=O)[O-])ccc1Cl)N1CCN(c2ccccc2)CC1	0	.	102	-1	0.3	8	17	-1.5	8	2
CC(=O)Nc1ccc(S(=O)(=O)NNC(=O)c2cccc(Br)c2)cc1	-1	-3	95	-1	0.3	3	15	-1.8	0	-2
CN(CC(=O)NCCc1ccc(S(N)(=O)=O)cc1)CC(=O)Nc1ccc(Cl)c(C(F)(F)F)c1	-4	-4	.	8	-1.5	-4	4	-1.1	-3	-1
CC(=O)Nc1ccc(N/C=C/C(=O)c2ccc(C)o2)cc1	-2	-4	87	-4	-0.2	-6	6	1.8	2	0
CCCN(Cc1ccc(N(CC)CC)cc1)CC1CC1	1	0	104	2	-1.6	-1	1	3.9	18	-6
NNC(=O)c1ccc(CN2CCCCC2)o1	1	1	105	-4	-1.5	2	2	-1.7	-2	-7
Cn1cnnc1SCC(=O)c1ccc(O)c(O)c1	-1	-1	104	-1	0.6	-6	1	2.1	-1	-6
Cc1ccc(C(=O)OCC(=O)NCC2COc3ccccc3O2)cc1 (configuration not stated)	-1	.	104	10	0.4	-1	-7	-0.9	-3	-6
CCS(=O)(=O)n1nc(-c2ccc(OC)cc2)nc1SC	-6	0	97	-4	-0.2	-29	-2	-1.3	0	-2
FC(F)(F)c1cc(Oc2ccccc2)ncc1-c1nnc(-c2ccccc2Cl)o1	-9	-7	.	1	-2.2	-5	-1	-0.4	-2	-2
Cc1cc(C(=O)NCC(=O)Nc2ccc(F)c(F)c2)c(C)o1	0	.	94	-1	0.3	1	4	-0.8	2	-5
CN(C)c1ccc(C(CNC(=O)c2ccc(F)cc2)c2c[nH]c3ccccc23)cc1 (configuration not stated)	3	1	104	-1	0.2	13	-2	0.5	-2	-6
CSc1ccc(C2N=C(c3ccccc3)NO2)cc1 (configuration not stated)	0	0	107	2	-1.2	-20	-5	-0.7	2	-4
COc1ccc(C)cc1N(C(=O)c1ccc(C#N)cc1)C1=NC(C)(C)CS1	1	-10	92	-3	-0.3	1	-15	-1.2	3	-4
O=C(CCCNS(=O)(=O)c1cccs1)N1CCN(c2ccc(F)cc2)CC1	0	-3	103	-2	.	-3	22	-0.5	.	1
CCCC(=O)N/C(N)=N/c1nc(C)c2cc(C)ccc2n1	.	.	110	0	.	.	11	.	14	.
O=C1C(c2ccccc2)=[N+]([O-])c2ccccc21	1	-4	103	-1	0.9	6	2	1.8	.	2

2 entries picked at random from those above, as already listed:
SMILES	DAGLB inhibitor	CAL PDZ FP-1	DSG3 Ab inh	V-ATPase pH	CAL PDZ FP-2	Cardiac RTF inh	Arr AP2 block	C-LANA FP	NSD2 HMT inh	Keap1 Nrf2 FP
CCCC(=O)N/C(N)=N/c1nc(C)c2cc(C)ccc2n1	.	.	110	0	.	.	11	.	14	.
FC(F)(F)c1cc(Oc2ccccc2)ncc1-c1nnc(-c2ccccc2Cl)o1	-9	-7	.	1	-2.2	-5	-1	-0.4	-2	-2

(further entries)
SMILES	DAGLB inhibitor	CAL PDZ FP-1	DSG3 Ab inh	V-ATPase pH	CAL PDZ FP-2	Cardiac RTF inh	Arr AP2 block	C-LANA FP	NSD2 HMT inh	Keap1 Nrf2 FP
COc1ccc(C(=O)c2ccc3oc(-c4ccc(OC)cc4)c(-c4ccc(O)cc4)c3c2)cc1	-5	-1	.	-6	-0.1	-4	11	2.2	.	1
CN(C)C(=O)CSc1n[nH]c(=O)[nH]c1=O	-4	1	99	0	0.3	10	3	0.5	-1	1
CCOc1cc2[nH]c(=S)n(CCCC(=O)NCc3ccccn3)c(=O)c2cc1OCC	3	-4	93	-1	-4.7	8	1	-1.0	7	3
O=C(Nc1nc(-c2ccc(S(=O)(=O)N3CCCC3)cc2)cs1)c1ccco1	-2	-5	91	1	.	-10	6	0.1	-2	-1
Cc1ccccc1NC(=O)c1cnc2ccccn2c1=O	-2	1	104	-4	-2.2	-7	-2	-0.4	1	-1
Cc1ccc(-n2nnnc2SCC(N)=O)c(C)c1	-2	.	93	-4	-1.1	-2	1	0.6	-1	-1
Cc1ccc(CCNC(=O)C2CCC(=O)N(Cc3ccccc3F)C2)o1 (configuration not stated)	2	2	117	6	-1.0	2	-10	0.3	3	-9
O=c1[nH][nH]c(-c2ccccc2)c1C=Nc1cccc(Cl)c1	-4	13	.	0	0.4	0	20	1.6	0	2
COc1ccc(N(CC(=O)NC2CCCCC2)C(=O)CCC(=O)Nc2nc(C)cs2)cc1OC	2	6	.	-2	-0.3	-16	11	-0.2	5	-4
COc1ccc(/C=N/NC(=O)c2ccccc2)cc1CN1CCN(c2ccc(F)cc2)CC1	1	-1	106	-6	-0.2	-8	-2	0.2	3	2
CC(C)CCNC(=O)c1cnn2c(C(F)(F)F)cc(-c3ccco3)nc12	1	-2	100	8	-2.8	-14	10	-0.3	3	-2
O=C(NC1CCCCC1)NC1CCN(C(=S)NCc2ccco2)CC1	1	2	124	-7	-2.5	-1	7	0.2	.	-2
CC(C)(C)c1ccc(C(=O)N/C(=C\c2ccco2)C(=O)O)cc1	-1	-1	80	-3	-2.4	-8	-8	1.2	4	-6
O=C(Cc1coc2ccc3ccccc3c12)Nc1nnc(C2CC2)s1	-3	-2	110	-2	-1.3	2	1	0.1	13	1
CCOc1ccc(N2C(=O)CC(NCC3CCCO3)C2=O)cc1 (configuration not stated)	1	-8	98	-1	0.8	-8	21	9.0	-1	-1
Cn1c(=O)oc2cc(S(=O)(=O)NCCC(=O)N3CCc4ccccc4C3)ccc21	1	.	100	3	-1.3	-6	5	-1.5	0	-4
Cc1ccc(N2CC(C(=O)N3CCN(c4ccccn4)CC3)CC2=O)cc1 (configuration not stated)	1	.	100	-9	-1.1	-2	21	2.3	1	0
CC(C)C1(C(C)C)OC(=O)c2ccccc21	1	-4	106	4	0.1	-9	8	-2.2	-2	4
Cn1c(SCC(=O)NCC2CCCO2)nnc1-c1ccc(S(=O)(=O)N2CCCC2)cc1 (configuration not stated)	-1	-2	99	-4	-0.1	-1	-7	0.6	.	-10
COc1ccc(Nc2nc(C)cc(C)c2C#N)cc1	-3	-4	104	-8	.	-7	10	1.3	3	-2
Cc1cc(C)c(C)c(S(=O)(=O)NCC(=O)Nc2ccccc2F)c1C	-2	9	106	-2	-1.9	3	-28	-2.0	-1	1
COc1ccccc1C(=O)Nc1cc2c(cc1C(=O)O)OCCCO2	2	-2	93	1	-1.4	0	-2	-0.5	-1	-6
NC(=O)C1CCN(c2nc(-c3ccc4occc(=O)c4c3)cs2)CC1	-1	0	101	-3	-0.4	6	-6	2.2	.	-2
O=C(c1ccccc1)c1ncc[nH]1	-1	-3	95	0	-0.2	-7	-2	-0.7	-1	2
CCOC(=O)c1c(NC(=O)c2cccs2)sc2c1CCCC2	-4	.	97	-1	0.0	4	11	0.1	-2	5
Cc1cccc(OC(C)C(=O)Nc2ccc(S(=O)(=O)N3CCCC3)cc2)c1 (configuration not stated)	0	-3	107	0	-2.8	-6	2	1.1	13	-1
CCOC(=O)c1sc2cc([N+](=O)[O-])cc(SCC(C)C)c2c1N	-4	.	132	-4	-2.2	-20	0	-1.9	1	-5
Cc1cccc(OCCC(=O)OCC(=O)N2c3ccccc3NC(=O)C2(C)C)c1	-2	.	95	-4	.	.	.	.	0	.
CC(C)Nc1nc(NC(C)C)nc(Oc2ccc(/C=N/O)cc2)n1	0	-1	96	0	0.6	7	10	0.5	-5	-2
Cc1noc(C)c1CCC(=O)Nc1c(C(C)C)cccc1C(C)C	-8	-2	.	4	-0.7	-3	0	0.2	-2	-5
Cc1ccc(OCC(=O)OCC(=O)c2ccccc2)cc1C	-9	-3	107	4	-1.7	-3	-2	-2.1	2	-6
C/C(Cl)=C\COc1cc(C)nc2c(Br)cccc12	-7	2	99	2	-1.5	-5	-1	-0.1	-10	1
Cc1csc(=N)n1-c1ccc(Cl)cc1	3	-6	98	1	-0.3	-11	4	-0.8	2	-1

Compound activity as filed in PubChem BioAssay.

These rows are one share of the data; the hit share may differ from the screen's.
